Assay outcomes deposited in PubChem BioAssay by Southern Research Specialized Biocontainment Screening Center.
VEEV TC-83 Vero – inhibitors of VEEV TC-83 cytopathic effect, confirmation, Vero cells (AID 588727); Vero cells, VEEV TC-83 cytopathic effect inhibition; higher % means a stronger effect; inhibition, % at 20 µM; hits with a dose series show IC50 in µM; 0.13% of 350,000 active; in the data active = a potency from the dose series; inconclusive = inhibition mostly from about 14% at the one dose, without a potency; inactive = the rest, 99 in 100 with inhibition below about 12%; also: strong numbers were not always called active
M. tuberculosis HTS – M. tuberculosis growth inhibition, HTS (AID 449762); M. tuberculosis H37Rv growth inhibition, 7H9 media; higher % means a stronger effect; one-dose inhibition, % at 25 µM; IC50 in µM for titrated hits; 0.59% of 330,000 active; in the data active = a potency from the dose series; inconclusive = inhibition above about 70% without an active follow-up result;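 also: bacterial growth assessed after seven days of incubation; strong numbers were not always called active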
H1N1 NS1A inhibition – NS1A inhibition, H1N1 influenza, cell based functional assay (AID 504329) | NS1A functional cell-based assay, percent inhibition; higher % means a stronger effect | one-dose inhibition, % at 12.5 µM; IC50 in µM for titrated hits | 0.3% of 340,000 active; in the data active = a potency from the dose series; inconclusive = inhibition above about 27% without an active follow-up result; also: strong numbers were not always called active
M. tuberculosis – growth inhibition of non-replicating M. tuberculosis (AID 488890). Mycobacterium tuberculosis non-replicating, growth inhibition; higher % means a stronger effect. inhibition, % at 25 µM, or IC50 in µM where a hit was titrated. 0.39% of 320,000 active; in the data active = a potency from the dose series; inconclusive = inhibition mostly from about 82% at the one dose, without a potency; inactive = the rest, 99 in 100 with inhibition below about 76%;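 also: plate controls were DMSO cells for no effect and high antibiotic wells for full effect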
Salmonella PhoP GFP – PhoP regulon inhibitors, Salmonella typhi PhoP promoter GFP reporter, confirmatory (AID 1850); 0.33% of 310,000 active; one-dose inhibition, % at 50 µM; IC50 in µM for titrated hits; Salmonella Typhi PhoP-promoter GFP reporter, fluorescence, 4 h; higher % means a stronger effect; in the data active = a potency from the dose series; inconclusive = inhibition mostly from about 25% at the one dose, without a potency; inactive = the rest, 99 in 100 with inhibition below about 19%;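 also: 0% = induced wells with vehicle and 100% = uninduced wells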
VEEV TC-83 Vero 10K pilot screen – second read-out of VEEV TC-83 Vero, no call of its own (marks repeat the call); inhibition, %; measured here: 10K pilot screen inhibition
Numbers without * were called inactive; i = inactive; ? = inconclusive; . = no result given.

SMILES	VEEV TC-83 Vero	M. tuberculosis HTS	H1N1 NS1A inhibition	M. tuberculosis	Salmonella PhoP GFP	others
COc1ccc(C(=O)COC(=O)Cn2cnc3ccccc3c2=O)c(OC)c1	4.4%	56.8%	-9.9%	17.1%	-3.5%
COc1ccc(NC(=O)Nc2nccs2)cc1	3.8%	2.9%	4.5%	-7.2%	6.5%
CC(CC(=O)N1CCN(S(=O)(=O)c2ccc([N+](=O)[O-])cc2)CC1)c1ccccc1 (centres undefined)	i	6.3%	5.0%	7.7%	.
Cc1ccccc1OCC(=O)NCC(=O)OCC(=O)c1ccc([N+](=O)[O-])cc1	2.2%	2.1%	-5.4%	22.2%	9.6%
O=S(=O)(NCc1cc(-c2ccccc2Cl)no1)c1ccccc1	5.6%	?	-7.1%	20.1%	-2.2%
COC(=O)c1cc(S(=O)(=O)N2CCN(Cc3ccccc3)CC2)cn1C	0.7%	-6.0%	4.1%	-17.7%	-2.1%
C=CCn1c(P(=O)(O)c2ccccc2)nc2ccccc21	1.0%	4.9%	-1.1%	6.1%	-9.8%
NC(=O)C1CCCN(C(=O)NC2CCCCC2)C1 (centres undefined)	0.8%	-2.9%	-2.0%	-5.8%	9.2%
Cc1nc(CNC(=O)C2CCC(=O)N(Cc3cccc(F)c3)C2)sc1C (centres undefined)	6.6%	-1.6%	15.8%	14.1%	-2.3%
COc1ccc([C@H]2CC(=O)C=C(/C=C/Cc3ccccc3)C2)cc1	i	10.8%	3.7%	68.2%	.
O=[N+]([O-])c1cc(-c2csc(NCCc3nc4cc(Cl)c(N5CCCCC5)cc4n3CCCO)n2)ccc1Cl	3.5%	?	2.2%	20.6%	-6.5%
CCN(CC(=O)Nc1c(F)cccc1F)C(=O)c1ccc(C#N)cc1	i	-1.3%	-10.4%	-3.3%	-4.8%
O=C(NN1CCCCC1)c1cccc2ccccc12	0.6%	-3.0%	-6.9%	-0.1%	-6.9%
COc1cc(-c2ccc(NC(=O)NC3CC3)c(OC)c2)ccc1NC(=O)NC1CC1	.	11.4%	.	8.2%	-6.5%
CC(/C=C/c1ccco1)=N\NC(=O)COc1ccc(C)c(C)c1	0.4%	4.0%	-7.6%	40.6%	-19.9%
CC1=C(C(=O)OC(C)C)C(c2ccccc2)NC(=S)N1C (centres undefined)	i	3.1%	8.5%	-2.5%	-4.5%
O=C1CCCC2=C1C(c1ccc(Cl)cc1)n1c(s/c(=C\c3ccc4ccncc4c3)c1=O)=N2 (centres undefined)	25.4%	6.4%	-7.0%	16.6%	-8.5%
CCCn1c(=N)n(CC(=O)C(C)(C)C)c2ccccc21	0.4%	9.4%	-4.2%	6.5%	0.4%
C/C(Cl)=C/Cn1c(NCCN(C)C)nc2c1c(=O)n(C)c(=O)n2C	1.0%	5.0%	-1.5%	-3.9%	-0.2%
COc1ccc(NC(=O)Cc2cccs2)cc1S(=O)(=O)N1CCCCC1	2.4%	-0.2%	3.4%	11.7%	.
CCc1cccc(NC(=O)CCS(=O)(=O)c2ccc(Br)cc2)c1	1.8%	1.6%	-5.4%	20.4%	-0.4%
NN=C1c2ccccc2C(=O)C1C(=O)C(c1ccccc1)c1ccccc1 (centres undefined)	4.1%	.	2.5%	.	.
CCC(=O)Nc1ccc2nc(C3CC3)n(Cc3ccc(C(C)(C)C)cc3)c(=O)c2c1	1.6%	-5.6%	9.8%	9.3%	-11.3%
CC(CN1CCOCC1)C(C#N)(c1ccccc1)c1ccccc1 (centres undefined)	1.6%	.	5.7%	.	.
Cc1onc(-c2c(F)cccc2Cl)c1C(=O)NNC(=O)C1CCN(Cc2ccccc2)CC1	1.0%	1.3%	-1.6%	6.5%	-12.2%

(listing goes on)
SMILES	VEEV TC-83 Vero	M. tuberculosis HTS	H1N1 NS1A inhibition	M. tuberculosis	Salmonella PhoP GFP	others
O=c1sc2ccccc2c(N2CCN(c3ccccc3)CC2)c1[N+](=O)[O-]	2.1%	-11.2%	12.2%	2.9%	3.4%
CCCC[n+]1ccn(C2=C([O-])c3ccccc3C(=O)/C2=N\S(=O)(=O)c2ccccc2)c1	0.8%	-4.3%	10.3%	38.7%	0.6%
CCOc1ccccc1OCCCC(=O)NNC(=O)c1cc(C)oc1C	3.0%	-7.6%	0.6%	-20.7%	.
CCN1C(=O)N[C@H](c2ccccc2)C(C(C)=O)=C1C	0.6%	-7.2%	15.4%	-9.7%	9.2%
Cc1ccnn1CCC(=O)N1CCCC(CCC(=O)NCc2ccccc2F)C1 (centres undefined)	i	0.7%	-7.1%	-0.1%	13.5%
COc1cccc(NC(=O)C(=O)NCCC2CCCCN2S(=O)(=O)c2ccccc2)c1 (centres undefined)	8.7%	4.6%	0.9%	11.3%	-2.3%
COc1ccc(N)cc1S(=O)(=O)Nc1ccccc1Cl	0.8%	-3.1%	0.0%	8.1%	8.1%
O=C(CSc1cccc2cccnc12)Nc1cccc(S(=O)(=O)N2CCOCC2)c1	1.8%	-4.5%	4.1%	19.8%	-6.3%
COc1ccc(C(=O)N[C@H](C(=O)OCCCOC(=O)[C@@H](NC(=O)c2ccc(OC)cc2)C(C)C)C(C)C)cc1	2.5%	.	0.8%	.	.
Cc1ccc(NC(=O)C2CCCN2C(=O)NC2CCCCC2)cc1C (centres undefined)	1.2%	-8.5%	-1.0%	2.4%	-6.6%
COc1ccccc1-c1sc2ccccc2c1C#Cc1ccc(N(C)C)cc1	6.5%	3.7%	-0.6%	10.7%	.
Cc1ccc(NC(=O)COC(=O)Cc2ccc(Br)cc2)cc1S(=O)(=O)N1CCOCC1	0.4%	7.0%	-12.3%	20.1%	.
CCOC(=O)CNC(c1ccccc1)c1cc(Br)ccc1NC(C)=O (centres undefined)	6.3%	-8.5%	3.4%	0.7%	8.3%
COc1ccc(C2C3=C(CCCC3=O)Nc3nc(C(F)(F)F)nn32)cc1OC (centres undefined)	1.0%	3.0%	-6.8%	4.8%	-2.2%
Nc1c(Cl)cc(-c2csc(N3CCCC3c3nc4cc(Cl)c(Cl)cc4n3CCOCCO)n2)cc1Cl (centres undefined)	0.3%	-1.9%	-3.2%	-0.5%	-31.3%	VEEV TC-83 Vero 10K pilot screen=1.4
CC(C)Cc1nc(N2CCOCC2)c(C#N)c2c1CCC2	0.9%	8.4%	7.3%	1.7%	2.2%
CC(Sc1n[nH]c(=O)n1Cc1ccccc1)C(=O)NC1CCCCC1C (centres undefined)	2.1%	-8.7%	-6.0%	-18.1%	-4.8%
O=C(NC1CCCC1)c1cc(-c2cccs2)on1	3.4%	1.9%	0.9%	5.66µM*	-4.4%
Cc1cc(C)n(-c2ccc(C(=O)OCC(=O)Nc3ccc([N+](=O)[O-])cc3)cc2)n1	i	-3.8%	4.3%	-9.1%	-4.7%
O=c1[nH]c(Cc2ccccc2)nc2scc(-c3ccccc3)c12	0.5%	-7.9%	0.8%	3.1%	-2.3%
OC[C@H]1OC(O)C[C@@H](O)[C@@H]1O (some centres undefined)	5.5%	-1.9%	0.9%	-9.9%	-9.4%
CCOC(=O)CC1C(=O)NCCN1C(=O)COc1ccc(Br)cc1C (centres undefined)	3.1%	5.1%	0.2%	1.0%	-3.7%
Cc1sc2nc(CN(Cc3cccs3)C(=O)NC3CCCCC3)[nH]c(=O)c2c1C	6.2%	12.2%	3.6%	60.0%	-6.4%
CCCn1c(=O)c2c(ncn2C)n(CCC)c1=O	0.9%	0.5%	3.4%	-17.4%	-24.8%
CCCCNC(=O)COC(=O)c1ccc(F)cc1Cl	0.6%	?	3.8%	?	-14.2%

The final seven records of the section before are carried over, then new ones follow:
SMILES	VEEV TC-83 Vero	M. tuberculosis HTS	H1N1 NS1A inhibition	M. tuberculosis	Salmonella PhoP GFP	others
Cc1cc(C)n(-c2ccc(C(=O)OCC(=O)Nc3ccc([N+](=O)[O-])cc3)cc2)n1	i	-3.8%	4.3%	-9.1%	-4.7%
O=c1[nH]c(Cc2ccccc2)nc2scc(-c3ccccc3)c12	0.5%	-7.9%	0.8%	3.1%	-2.3%
OC[C@H]1OC(O)C[C@@H](O)[C@@H]1O (some centres undefined)	5.5%	-1.9%	0.9%	-9.9%	-9.4%
CCOC(=O)CC1C(=O)NCCN1C(=O)COc1ccc(Br)cc1C (centres undefined)	3.1%	5.1%	0.2%	1.0%	-3.7%
Cc1sc2nc(CN(Cc3cccs3)C(=O)NC3CCCCC3)[nH]c(=O)c2c1C	6.2%	12.2%	3.6%	60.0%	-6.4%
CCCn1c(=O)c2c(ncn2C)n(CCC)c1=O	0.9%	0.5%	3.4%	-17.4%	-24.8%
CCCCNC(=O)COC(=O)c1ccc(F)cc1Cl	0.6%	?	3.8%	?	-14.2%
COc1ccc(C(=O)N/N=C/c2c(C)nn(-c3ccccc3)c2OC)cc1	6.6%	-8.2%	1.8%	42.2%	-1.7%
O=C(CC1OC(=O)c2ccccc21)Nc1ccc(Cl)c(S(=O)(=O)N2CCCCC2)c1 (centres undefined)	7.6%	3.0%	-10.9%	12.0%	4.2%
COc1ccc(N2C(=O)C(Cl)=C(N(CCO)Cc3ccccc3)C2=O)cc1	1.4%	-7.3%	-1.5%	49.4%	0.2%
C=CCn1c(SCC(=O)Nc2cccc(S(=O)(=O)N(C)c3ccccc3)c2)nnc1C1CC1	9.8%	-0.7%	-4.3%	26.7%	-4.2%
CC(C)(C)c1ccc(S(=O)(=O)N2CCN(CC(=O)N3CC(=O)Nc4ccccc43)CC2)cc1	0.5%	-6.1%	-7.2%	46.1%	.
Oc1ccc2ccccc2c1/C=N/Nc1nnc(-c2ncc[nH]2)c2ccccc12	7.3%	7.3%	3.2%	0.4%	-5.1%
COc1ccccc1CNC(=O)c1cccnc1	0.4%	-3.5%	-0.8%	2.4%	-5.8%
Cc1ccc(C)c(S(=O)(=O)Nc2ccc3sc(C)nc3c2)c1	i	4.0%	8.8%	11.0%	0.3%
O=C(COc1cccc2c1CCNC2=O)Nc1ccc(Cl)cc1	2.2%	.	-5.5%	.	.
CC(C)CN(C(=O)c1ccc(S(=O)(=O)N2CCOCC2)cc1)C1CCS(=O)(=O)C1 (centres undefined)	i	-7.3%	-1.0%	-6.0%	5.4%
COc1cc(SC)ccc1C(=O)Nc1ccc(S(=O)(=O)N2CCCC2)cc1	0.1%	9.9%	-0.5%	-4.7%	-12.2%
COc1ccc(C(=O)Nc2ccc3nc(N4CCN(C)CC4)cc(C)c3c2)c(OC)c1	9.6%	?	1.2%	76.0%	-1.1%
COc1ccc(S(=O)(=O)NC2CC2)cc1-n1cnnn1	i	1.9%	.	-4.9%	-11.1%
Cc1nc2ccccc2c(=O)n1NC(=O)c1c(F)cccc1F	1.9%	-8.5%	-27.7%	-10.7%	-10.7%
COc1ccc(N(CC(=O)NCCc2ccc(OC)c(OC)c2)S(=O)(=O)c2c(C)noc2C)cc1	3.2%	-2.3%	-4.4%	7.6%	-6.8%
O=C(N=c1ccn(-c2nc3ccccc3nc2NS(=O)(=O)c2ccc(Cl)cc2)cc1)c1cccs1	2.3%	-1.6%	-16.6%	-8.5%	-44.0%
O=C(CN1C(=O)NC2(CCCC2)C1=O)Nc1cccc(Cl)c1Cl	1.0%	1.6%	1.8%	-6.9%	12.2%
Cc1ccc(C(=O)N(CCCN(C)C)c2nc3ccc(Cl)cc3s2)cc1C	8.3%	27.8%	0.3%	60.3%	9.5%
CCOC(=O)Cc1c(C)c2c(C)nn(-c3ccccc3)c2oc1=O	1.4%	-2.3%	0.4%	-11.0%	-3.2%
COc1ccc(-n2c(C)cc(C(=O)COc3ccc(C)nc3[N+](=O)[O-])c2C)cc1	8.2%	4.6%	1.1%	49.5%	-3.4%
N#Cc1c(-c2ccc(F)cc2)nc2n(c1=O)CCS2	0.3%	-8.4%	10.9%	-9.8%	-4.9%
COc1ccccc1C(=O)N/C(=C/c1ccccc1)C(=O)Nc1ccc(C(=O)O)cc1	1.6%	1.1%	3.7%	1.6%	10.3%
Cn1c(=O)cc(OCCCC(=O)N2CCN(c3ccccn3)CC2)c2ccccc21	1.5%	-13.6%	-9.6%	8.9%	-1.0%
O=C1C=C(Nc2ccc(O)cc2)CC(c2ccco2)C1 (centres undefined)	1.1%	-7.2%	7.9%	1.5%	-1.1%
COc1ccc(N2CCN(C(=O)c3ccc(CS(=O)(=O)c4ccc(Br)cc4)o3)CC2)cc1	0.4%	-4.4%	3.9%	-19.8%	0.2%
O=c1cc(CSc2nnc(Nc3ccccc3)s2)nc2sccn12	11.2%	0.8%	-4.3%	37.0%	10.6%
